High-throughput results deposited in PubChem by several laboratories.
Mtb FBA inh – Mtb FBA enzyme inhibitors, primary screen, biochemical, fluorescence, strain H37Rv; Fructose-bisphosphate aldolase (Mycobacterium tuberculosis (strain ATCC 25618 / H37Rv)), …; purified M. tuberculosis FBA, fluorescence read-out; inhibition, % at 1 µM; 2.3% of 360,000 active; AID 588726, 2011; in the data active = inhibition above about 27%;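 note: 0% = vehicle and 100% = reference inhibitor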
GDH-TPI counter – GDH-TPI coupling enzyme inhibitors, primary screen, artefact control for M. tuberculosis FBA inhibitor project, biochemical, absorbance, full deck; GDH-TPI coupled enzyme counterscreen, NADH absorbance; inhibition, % at 4.8 µM; 1.2% of 360,000 active; in the data active = inhibition above about 30%;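 note: 0% = DMSO wells and 100% = wells lacking the enzyme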
Rv3671c protease – Rv3671c serine protease inhibitors, primary screen, biochemical, fluorescence polarization, M. tuberculosis H37Rv; 0.048% of 320,000 active; AID 2606, 2010; inhibition, % at 5.96 µM; P9WHR9; in the data active = inhibition above about 38%;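 note: extracellular domain of Rv3671c used as enzyme; 0% = enzyme with DMSO and 100% = no enzyme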
Target sequence (P9WHR9 whole entry, looked up, the tested form may be a part): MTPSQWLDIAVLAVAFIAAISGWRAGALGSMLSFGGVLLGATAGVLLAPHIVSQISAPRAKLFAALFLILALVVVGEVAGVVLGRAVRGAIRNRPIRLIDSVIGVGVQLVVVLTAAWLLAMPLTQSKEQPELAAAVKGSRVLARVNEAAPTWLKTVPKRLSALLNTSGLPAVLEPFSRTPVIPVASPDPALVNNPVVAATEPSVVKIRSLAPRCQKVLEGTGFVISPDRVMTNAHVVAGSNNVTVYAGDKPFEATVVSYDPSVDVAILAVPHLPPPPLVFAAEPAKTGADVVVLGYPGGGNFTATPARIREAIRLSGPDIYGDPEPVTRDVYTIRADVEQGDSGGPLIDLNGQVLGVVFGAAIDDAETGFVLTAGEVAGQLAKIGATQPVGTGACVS
SSB-PriA inh – inhibitors of Klebsiella pneumoniae PriA binding to SSB C-terminal tail, primary screen, biochemical, AlphaScreen | PriA–SSB C-terminal tail interaction (Klebsiella pneumoniae) | AlphaScreen SSBct-PriA binding, biotinylated peptide | inhibition, % at 33 µM | 0.6% of 430,000 active; in the data active = inhibition mostly above about 37%, no sharp cut-off; inactive = mostly below about 20%;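 note: plate controls were negative control peptide for no effect and reference peptide for full effect; strong numbers were not always called active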
MazF activator – activators of E. coli MazEF toxin-antitoxin RNase, primary screen, biochemical, fluorescence, uHTS; Endoribonuclease toxin MazF (Escherichia coli (strain K12)), P0AE70; FAM/BHQ RNA-DNA oligo cleavage fluorescence, 5 h; activation, % at 20 µM; 0.32% of 350,000 active; in the data active = activation above about 50%
Target sequence (P0AE70 whole entry, looked up): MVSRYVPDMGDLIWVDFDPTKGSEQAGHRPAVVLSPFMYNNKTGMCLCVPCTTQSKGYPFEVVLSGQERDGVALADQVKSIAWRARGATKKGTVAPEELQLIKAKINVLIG
UGM FP inh – M. tuberculosis UGM enzyme inhibitors, primary screen, biochemical, fluorescence polarization, single point | UDP-galactopyranose mutase (Mycobacterium tuberculosis (strain ATCC 25618 / H37Rv)), … | purified UGM, fluorescence polarization probe displacement | inhibition, % at 10 µM | 0.06% of 320,000 active | AID 504406, 2011; in the data active = inhibition above about 10%, passing the limit was not always enough
Target sequence (P9WIQ1 whole entry, looked up): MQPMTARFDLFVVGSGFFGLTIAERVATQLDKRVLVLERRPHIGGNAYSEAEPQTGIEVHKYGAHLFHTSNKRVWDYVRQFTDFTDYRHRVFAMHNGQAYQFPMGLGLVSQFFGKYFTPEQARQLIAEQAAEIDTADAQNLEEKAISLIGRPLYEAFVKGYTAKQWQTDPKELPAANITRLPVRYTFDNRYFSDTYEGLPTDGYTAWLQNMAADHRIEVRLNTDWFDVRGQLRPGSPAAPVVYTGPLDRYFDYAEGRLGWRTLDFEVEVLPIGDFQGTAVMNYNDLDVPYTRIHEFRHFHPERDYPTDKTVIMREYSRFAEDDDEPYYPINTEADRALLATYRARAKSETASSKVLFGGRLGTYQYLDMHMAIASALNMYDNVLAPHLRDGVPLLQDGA
3CLpro inhibitor – SARS-CoV 3CLpro protease inhibitors, primary screen, biochemical, quenched FRET; recombinant SARS-CoV 3CLpro, quenched FRET peptide cleavage; inhibition, % at 6 µM; AID 1706, 2009; 0.14% of 290,000 active; Replicase polyprotein 1ab (Severe acute respiratory syndrome coronavirus), P0C6X7; in the data active = inhibition above about 12%
Mtb BioA inh – M. tuberculosis BioA enzyme inhibitors, primary screen, biochemical, plate reader, single point, HTS. 7,8-diaminopelargonic acid synthase BioA (Mycobacterium tuberculosis). purified M. tuberculosis BioA enzyme. inhibition, % at 9.99 µM. 0.096% of 360,000 active. AID 602481, 2012; in the data active = inhibition above about 40%
VHR inh abs – VHR1 phosphatase inhibitors, primary screen, biochemical, absorbance, uHTS. recombinant VHR phosphatase, pNPP absorbance. Dual specificity protein phosphatase 3 (Homo sapiens), P51452. 0.52% of 290,000 active. inhibition, % at 13.3 µM; in the data active = inhibition above about 50%; note: some compounds called inactive have numbers as strong as hits
Target sequence (P51452 whole entry, looked up): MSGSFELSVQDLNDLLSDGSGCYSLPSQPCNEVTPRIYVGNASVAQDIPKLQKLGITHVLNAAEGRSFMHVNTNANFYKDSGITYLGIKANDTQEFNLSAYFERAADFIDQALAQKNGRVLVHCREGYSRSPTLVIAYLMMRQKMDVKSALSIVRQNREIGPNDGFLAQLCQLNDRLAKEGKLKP
Vc quorum ag – inducers of Vibrio cholerae quorum light production without autoinducers, primary screen, BH1578 luxS cqsA deficient, single point. V. cholerae BH1578 lux reporter, luminescence, 6 h. activation, % at 18.7 µM. 0.16% of 350,000 active. AID 588436, 2011; in the data active = activation mostly above about 9.7%, no sharp cut-off; note: not every result past the cut was called active; inactives centre near 0; reference of the scale not given here
Numbers without * were called inactive; i = inactive; x = not tested or not shown; + = active, no number; & = joins results of further samples. Some of the compounds tested; count on the stated rates, not on these rows.

SMILES	Mtb FBA inh	GDH-TPI counter	Rv3671c protease	SSB-PriA inh	MazF activator	UGM FP inh	3CLpro inhibitor	Mtb BioA inh	VHR inh abs	Vc quorum ag
CCOc1ncccc1C(=O)OCC(=O)c1cc(C)n(Cc2ccco2)c1C	-3.3	-4.6	-3.4	4.7	4.9	-1.8	-5.7	0.7	3.1	i
Cn1cnc(Sc2ncnc3nc[nH]c23)c1[N+](=O)[O-]	-4.0	6.5	1.5	1.7	6.4	0.7	3.1	-0.7	2.5	0.4
CCn1c(SCc2cccc(C)c2)nnc1-c1ccccc1	-0.3	7.6	-1.3	1.7	-2.7	-0.5	-0.2	5.7	7.1	i
Cc1ccc(S(=O)(=O)NCCCNC(=O)N2CCOCC2)cc1	1.6	5.5	-4.2	-10.3	7.0	-1.6	-7.0	-0.9	-7.5	x
COc1ccccc1/C=C/C=N/NC(=O)c1ccccn1	-1.1	20.4	12.8	x	10.0	-3.9	-2.4	x	27.2	i
COc1cc(NC(=O)c2ccc(Cl)cc2Cl)ccc1NC(=O)c1cccs1	-1.1	7.2	-3.5	-3.6	34.4	2.7	-3.9	-0.4	20.6	i
CC1CCN(c2c(NCC3CCC(C(=O)NCc4ccccc4Cl)CC3)c(=O)c2=O)CC1 (configuration not stated)	0.8	13.0	3.1	-9.2	4.5	0.6	-2.5	-0.4	3.9	-0.1
Cc1ccc(C(=O)NCC(=O)OCC(=O)Nc2cc(S(=O)(=O)N3CCOCC3)ccc2C)cc1	6.4	-0.3	6.2	-9.4	2.5	1.6	x	0.8	x	0.0
COc1ccc(CN(C)CC(=O)Nc2ccc(SC(F)F)cc2)cc1OC	2.1	5.0	1.6	0.7	-3.9	2.2	-3.1	1.4	8.5	-0.6
CCOc1ccccc1-n1c(C)nc2cc(C(=O)O)ccc21	3.8	3.1	9.4	-5.9	-2.0	-1.8	-1.9	x	-1.8	-2.9
O=C(CCCN1C(=O)c2cccnc2C1=O)Nc1ccc(F)cc1Cl	+	11.7	6.0	2.3	5.6	1.7	-0.5	-1.4	-4.7	i
COc1ccc(N2CCN(C(=O)CCC(=O)N3CCOc4ccc(C)cc43)CC2)cc1	-0.7	1.4	6.2	15.6	1.3	-2.0	-4.8	-0.8	17.3	-0.2
C/C(COc1ccccc1)=N\NC(=O)c1nnn(-c2nonc2N)c1CSc1ccc(C)cc1	4.1	9.7	x	x	-2.7	x	x	0.1	x	-0.7
CCOc1ccccc1N(CC(=O)Nc1cccnc1)S(C)(=O)=O	-8.7	7.1	1.2	-11.0	5.3	-0.9	-6.6	10.8	28.6	0.4
O=C(Cc1ccccc1F)Nc1ccccc1-c1ccccc1	1.2	-2.8	0.9	-0.6	4.6	x	-4.8	x	15.5	1.1
Cc1onc(-c2ccccc2Cl)c1C(=O)NC(=S)Nc1ccc(C(C)(C)C)cc1	-1.4	12.9	-12.7	-7.1	-9.2	0.7	4.2	x	0.8	-1.2
COc1ccccc1NC(=O)c1ccc2nc(C)c(C)nc2c1	-1.6	2.1	-13.4	-4.2	-12.8	2.2	-3.2	0.7	-1.5	-7.7
C=CCNC(=O)C1COc2ccccc2O1 (configuration not stated)	1.8	5.3	7.7	-12.2	3.9	-2.9	2.0	-0.1	7.7	-0.3
CCC(Oc1ccccc1)C(=O)OCC(=O)Nc1sccc1C(N)=O (configuration not stated)	2.5	10.8	-0.8	-0.8	0.3	x	x	2.6	x	i
CCC(=O)c1ccc(OCc2cn(CC(=O)c3ccc(O)cc3)nn2)cc1	1.6	17.7	x	-9.5	4.5	x	x	-1.7	x	-0.2
CCCn1c(N)c(N(CCOC)C(=O)c2c(CC)noc2C)c(=O)[nH]c1=O	1.9	-0.3	x	1.1	-8.1	x	x	-1.2	x	i
Cc1occc1C(=O)Nc1cnn(CCCC(=O)O)c1	6.7	1.0	10.6	2.6	4.9	0.2	1.0	-0.7	3.6	4.5
O=C1Nc2ccccc2C(=O)N2C[C@@H](O)C[C@H]12	1.9	5.0	-1.1	-6.5	6.6	0.8	2.0	0.2	-2.0	i
CN(CC(=O)Nc1ccc(Cl)c(C(F)(F)F)c1)C(=O)c1cccc(N2C(=O)CCC2=O)c1	3.5	4.8	-7.0	-16.5	1.8	2.1	x	0.6	x	-0.5
Cc1cc2oc3cc(NCCC4CCCN4C)ccc3c(=O)c2cc1C (configuration not stated)	+	23.1	-1.9	-13.7	16.6	2.7	x	-0.6	x	i
CCCCCC(=O)N1CCN(S(=O)(=O)c2ccc3c(c2)OCCCO3)CC1	-1.1	0.7	9.2	-6.3	4.7	0.9	x	2.5	x	i
O=C(NCCN1CCNC1=O)C1CCC(=O)N(CCc2ccccc2)C1 (configuration not stated)	-1.2	1.7	-5.2	-6.0	3.4	-1.3	0.0	-0.8	14.2	0.2
O=C(CSc1nc2c(cnn2-c2ccccc2)c(=O)[nH]1)c1ccc(Cl)cc1	-1.2	-4.1	-0.2	-2.6	-13.7	0.4	0.3	-1.5	17.7	-0.5
Cc1cc(NC(=O)CSc2nccn2C)no1	-6.3	5.2	2.6	4.6	-4.1	-1.2	4.4	x	16.5	-0.2
Cc1cc(Cl)n2ncc(-c3ccccc3)c2n1	2.7	8.4	2.3	-5.9	-9.8	1.1	-0.1	0.9	13.1	-0.8
Cc1cc(N2CCN(C(=O)c3ccco3)CC2)n2nc(C)nc2n1	3.2	-10.9	7.6	5.1	3.5	-2.0	-0.4	2.7	18.8	-0.5
O=C(CSc1nccn(-c2ccc3c(c2)OCCO3)c1=O)Nc1ccccc1	1.8	8.4	1.4	-1.6	-6.5	x	x	x	x	-2.6
CCn1c2ccccc2c2cc(NC(=O)c3ccccc3-c3ccccc3C(=O)O)ccc21	4.8	16.5	10.9	8.8	3.7	-0.9	10.1	3.3	8.7	-0.6
O=C1c2ccc(-c3ccc(Cl)c(C(F)(F)F)c3)cc2S(=O)(=O)c2cccc(C(=O)N3CCN(c4ccc(Cl)cn4)CC3)c21	0.0	27.7	-0.8	13.0	-4.9	0.7	x	-0.1	x	-0.4
COc1cccc(C(C)(O)c2nc(-c3csc4ccccc34)cs2)c1 (configuration not stated)	-2.9	0.9	x	x	x	x	x	-1.6	x	-0.7
O=C1CC(Cc2ccccc2)C(=O)N1CCc1ccc2c(c1)OCO2 (configuration not stated)	-5.2	5.1	6.6	-20.5	0.2	-1.4	3.0	-0.9	-5.8	-0.6

Exported with each value named: entries from further up
CCCn1c(N)c(N(CCOC)C(=O)c2c(CC)noc2C)c(=O)[nH]c1=O
- Mtb FBA inh: 1.9
- GDH-TPI counter: -0.3
- Rv3671c protease: x
- SSB-PriA inh: 1.1
- MazF activator: -8.1
- UGM FP inh: x
- 3CLpro inhibitor: x
- Mtb BioA inh: -1.2
- VHR inh abs: x
- Vc quorum ag: i

Cc1occc1C(=O)Nc1cnn(CCCC(=O)O)c1
- Mtb FBA inh: 6.7
- GDH-TPI counter: 1.0
- Rv3671c protease: 10.6
- SSB-PriA inh: 2.6
- MazF activator: 4.9
- UGM FP inh: 0.2
- 3CLpro inhibitor: 1.0
- Mtb BioA inh: -0.7
- VHR inh abs: 3.6
- Vc quorum ag: 4.5

(continued)
SMILES	Mtb FBA inh	GDH-TPI counter	Rv3671c protease	SSB-PriA inh	MazF activator	UGM FP inh	3CLpro inhibitor	Mtb BioA inh	VHR inh abs	Vc quorum ag
CCN(CC)S(=O)(=O)c1ccc2[nH]c(=O)cc(C(=O)NCC(c3ccco3)N3CCCC3)c2c1 (configuration not stated)	1.7	-4.2	-1.1	-4.5	6.5	-3.5	x	x	x	-5.3
CC1(OC(=O)CCc2ccccc2)C(=O)C=C2C=C(c3ccc(C#N)cc3)N(c3ccccc3)C=C2C1=O (configuration not stated)	5.9	0.0	-3.0	5.5	-3.1	-0.5	x	0.0	-0.3	0.4
C[C@H](CCC(=O)O)[C@H]1CC[C@H]2[C@@H]3CC[C@@H]4C[C@H](O)CC[C@]4(C)[C@H]3C[C@H](O)[C@]12C	-0.3&-1.3&2.5	-5.3&2.4&-0.7	4.9	-3.9	-1.4&3.0&8.5	-3.7	x	-0.9&0.3&0.0	x	-0.6&-0.3
CC(C)c1ccc(S(=O)(=O)N2CCN(C(=O)CN3C(=O)NC(C)(c4ccccc4)C3=O)CC2)cc1 (configuration not stated)	-0.5	-2.8	-4.2	-12.5	0.8	0.5	x	0.5	x	5.0
CCn1c(SCC(=O)O)nnc1-c1ccccc1OC	1.3	-1.3	-8.4	-14.2	5.5	-3.0	1.5	-1.7	-22.4	-2.0
Cc1cc(/C=C2/C(=O)NC(=O)N(Cc3ccco3)C2=O)c(C)n1-c1ccccc1	-6.9	3.6	-9.9	-11.3	-11.3	-3.6	-0.1	x	-6.9	-0.2
O=C(Cn1nnc(-c2cccs2)n1)OC1CCCCC1	0.9	1.7	-4.3	-48.8	-0.1	-0.6	4.4	x	2.6	-0.4
NNC(=O)CN1C(c2ccc(Cl)cc2)=Nc2ccc(Br)cc2C1c1ccccc1 (configuration not stated)	2.7	9.7	-15.4	16.1	8.4	1.5	8.3	x	24.5	-0.3
C[C@H]1CN([C@@H](C)CO)C(=O)CCCn2nncc2CO[C@@H]1CN(C)Cc1cccc2c1OCCCO2	2.7	-1.9	x	x	4.9	x	x	-0.9&-0.4	x	-0.6
CCn1cc(C(=O)OCC(=O)Nc2cccc(S(=O)(=O)N3CCOCC3)c2)c(=O)c2ccc(C)nc21	0.1	4.3	6.2	5.9	-15.4	1.4	0.1	-1.4	10.8	0.5
Cc1ccc(NCc2nnc(SCC(=O)NCCc3ccccc3)n2C)cc1	-0.8	-4.3	x	-8.1	-2.4	x	0.0	x	21.1	-0.3
O=C(Nc1ncccn1)c1cccc(Cl)c1	1.1	0.0	-2.0	-5.5	-2.1	2.0	x	5.2	x	-0.4
COCc1ccc(CN2CCCC(C(=O)Nc3ccccc3-c3ccc(OC)cc3)C2)o1 (configuration not stated)	-3.6	-3.4	-3.7	-16.0	-3.2	1.6	5.5	1.3	-9.1	i
Cc1cc(NC(=O)CSc2nc3c(c(=O)n2-c2ccc(Cl)cc2)SCC3)no1	-3.2	2.8	-4.7	1.6	-8.1	-1.9	3.6	1.4	x	2.0
Cc1nnc(NC(=O)c2oc3ccccc3c2C)s1	-0.3	3.2	3.5	0.4	2.2	-0.6	1.9	-1.4	0.3	i
CC(C)Cn1c(=O)c2ccccc2n2c(CCC(=O)NC3CCN(Cc4ccccc4)CC3)nnc12	3.6	3.5	-12.8	0.5	12.9	0.4	-1.8	-1.7	66.4	-2.0
COc1ccccc1Nc1ccc2nonc2c1[N+](=O)[O-]	-0.8	14.6	4.2	6.5	-1.0	-0.3	-2.0	-0.6	16.7	0.0
Fc1ccc(OCc2nc(-c3ccncc3)n[nH]2)cc1	0.8	2.8	-3.4	-11.4	12.9	0.0	-4.7	x	7.6	i
COc1ccc(CN(C)CCCn2cnc(C(=O)Nc3ccc(C)c(C)c3)n2)cc1OC	0.1	0.0	x	-2.6	7.0	x	x	3.7	x	i

Laid out differently: results already given
compound | Mtb FBA inh | GDH-TPI counter | Rv3671c protease | SSB-PriA inh | MazF activator | UGM FP inh | 3CLpro inhibitor | Mtb BioA inh | VHR inh abs | Vc quorum ag
CCCn1c(N)c(N(CCOC)C(=O)c2c(CC)noc2C)c(=O)[nH]c1=O | 1.9 | -0.3 | x | 1.1 | -8.1 | x | x | -1.2 | x | i
Cc1occc1C(=O)Nc1cnn(CCCC(=O)O)c1 | 6.7 | 1.0 | 10.6 | 2.6 | 4.9 | 0.2 | 1.0 | -0.7 | 3.6 | 4.5
